Screens as filed in PubChem.
Luciferase inh: blocks Photinus pyralis firefly luciferase activity | purified firefly luciferase, luminescence, 8 min | Potency, µM (top dose mostly 57.1 µM), for inactives: at the top dose activity change, negative = inhibition, hits mostly inhibitors | AID 411 | 72,000 compounds, 2.2% hits; active = well fitted inhibition curve with a large enough effect; inconclusive = small, poorly fitted or top-dose-only effect; also: potency is read from the fitted curve at half-maximal effect; % is scaled to controls: 0 for no effect and ±100 for the full control effect; nearly all actives have a fitted effect of over 40% in size
Target sequence (P08659 whole entry, looked up): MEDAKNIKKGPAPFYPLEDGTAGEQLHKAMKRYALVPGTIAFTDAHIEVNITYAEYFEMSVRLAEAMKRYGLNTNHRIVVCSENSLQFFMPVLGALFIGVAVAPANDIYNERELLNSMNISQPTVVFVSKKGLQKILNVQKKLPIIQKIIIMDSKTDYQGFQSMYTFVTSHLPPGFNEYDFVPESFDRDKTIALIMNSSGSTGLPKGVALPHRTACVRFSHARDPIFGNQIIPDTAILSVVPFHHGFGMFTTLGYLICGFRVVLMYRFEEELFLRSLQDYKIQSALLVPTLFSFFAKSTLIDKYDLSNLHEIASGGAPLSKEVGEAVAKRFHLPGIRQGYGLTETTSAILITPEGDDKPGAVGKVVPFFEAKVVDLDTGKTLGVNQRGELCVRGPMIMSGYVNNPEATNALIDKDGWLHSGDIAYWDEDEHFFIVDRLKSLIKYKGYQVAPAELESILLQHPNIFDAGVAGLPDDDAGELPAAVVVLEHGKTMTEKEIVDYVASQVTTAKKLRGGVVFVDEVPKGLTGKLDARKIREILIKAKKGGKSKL
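Inhibition of light generation by firefly luciferase from ATP and luciferin was profiled with concentration-response curves per sample, ATP held at 10 uM within the enzyme's linear range. Plates were read by luminescence after an 8-minute ambient incubation.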
Rhodamine fluor: compound autofluorescence in rhodamine spectral region. AID 594. max dye-equivalent concentration, M. Rhodamine-region fluorescence, 547/598 nm, Tris buffer; active compounds read high. 59,000 compounds, 0.05% hits; in the data active = max dye-equivalent concentration above about 11 nM; inconclusive = between about 1.1 nM and that limit
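Steps: pin-transfer compounds into pH 8.0 Tris (100 mM), hold 15 min at room temperature, image with a 547/598 nm filter pair, and convert intensities to rhodamine-equivalent concentration using a six-point on-plate rhodamine series.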
TexasRed autofl: Texas Red region autofluorescence; Compound fluorescence, Texas Red channel, 547/618 nm; active compounds read high; max dye-equivalent concentration, M; 59,000 compounds, 0.06% hits; in the data active = max dye-equivalent concentration above about 10 nM; inconclusive = between about 1.1 nM and that limit
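Pin-transferred compounds and Texas Red standards go into 100 mM Tris buffer, pH 8.0. After 15 min at room temperature, plates are imaged with 547/618 nm filters. Each value is a dye-equivalent concentration derived from the per-plate dye curve.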
* marks the source's active call; other numbers are inactive results; i = inactive; ? = inconclusive; [ ] = another dose, or the depositor's remark.

Results follow in this order: TexasRed autofl | Rhodamine fluor | Luciferase inh
> O=C1OC(N2CCN(C/C=C/c3ccccc3)CC2)c2ccccc21 (centres undefined)
 : i | i | -1%[25.5 µM]
> O=C(C1CCCCC1)N1CCCn2c1nc1ccccc12
 : i | i | -2%[25.5 µM]
> CC1(C)Cc2ccccc2-c2c1c(=O)n(-c1ccccc1)c1nnnn21
 : i | i | 0%[25.5 µM]
> C[n+]1cccc(CNC(=O)/C=N/O)c1
 : i | i | 3%[25.5 µM]
> N#Cc1c(N)sc(=S)c2c1CCCCC2
 : i | i | -5%[25.5 µM]
> CCOC(=O)CC(=O)CSc1nc(N)c(C#N)c(-c2ccc(Cl)cc2)c1C#N
 : i | i | -1%[25.5 µM]
> Cc1cccc(-c2nc(C#N)c(NC3CCCCC3)o2)c1
 : i | i | ?
> COc1ccc(C(=O)N2CCCC(c3ccccc3)C2)cc1 (centres undefined)
 : ? | i | 0%[25.5 µM]
> CCCc1cc(=O)oc2c(CN3CCCC3)c(O)c(Cl)cc12
 : i | i | -1%[25.5 µM]
> O=C(CN1C(=O)c2ccccc2C1=O)OCN1C(=O)c2ccccc2C1=O
 : i | i | 0%[25.5 µM]
> CCOc1ccc(-c2nn3c(-c4ccc(OC)cc4)nnc3s2)cc1
 : i | i | 0%[25.5 µM]
> Cc1c(C2CC(=O)N(c3ccccc3)C2=O)[nH]n(-c2ccccc2)c1=O (centres undefined)
 : i | i | -4%[25.5 µM]
> Cc1cc(=O)oc(C)c1C(=O)n1nc(C)c2c1C[C@@H]1[C@H]2C1(C)C
 : i | i | -1%[25.5 µM]
> COC(=O)C1CCN(c2nc3ccccc3nc2C(C#N)C(=O)NCCc2ccccc2)CC1 (centres undefined)
 : i | i | 1%[25.5 µM]
> O=C1C2ON(c3ccccc3)C(c3ccncc3)C2C(=O)N1c1ccccc1 (centres undefined)
 : i | i | 0%[25.5 µM]
> COc1ccc(C(=O)c2sc(NC(C)C)nc2N)cc1OC
 : i | i | 0%[25.5 µM]
> COc1ccccc1N1CCN(CCCCOc2ccc(F)cc2)CC1
 : i | i | 3%[25.5 µM]
> COc1ccc(Oc2nc3c(c(=O)n(C)c(=O)n3C)n2Cc2cccc(OC)c2)cc1
 : i | i | -1%[25.5 µM]
> CCCCCn1c2nc3ccccc3nc2c2c(=O)n(CC(C)C)cnc21
 : i | i | 2%[25.5 µM]
> Cc1cc(=O)oc(C)c1C(=O)NCCNC(=O)c1c(C)cc(=O)oc1C
 : i | i | -3%[25.5 µM]
> COc1ccc(/C=C/C2=NC(=C\N(C)C)/C(=O)O2)cc1
 : i | i | -26%[25.5 µM]
> CN(C)c1ccc(O)c2c1CC1CC3[C@@H](N(C)C)C(=O)C(C(N)=O)=C(O)[C@]3(O)C(=O)C1=C2O (some centres undefined)
 : i | i | -2%[25.5 µM]
> CC(=O)c1cc(C#N)c(SCc2ccncc2)nc1C
 : i | i | -8%[25.5 µM]
> COc1cccc(-c2nc(NC(C)(C)C)c3ccccc3n2)c1O
 : i | i | -1%[25.5 µM]
> COc1ccccc1-c1c(C)oc2c(CN3CCN(C)CC3)c(O)ccc2c1=O
 : i | i | 0%[25.5 µM]
> O=C(CN1C(=O)c2ccccc2S1(=O)=O)NCCSCc1ccco1
 : i | i | -1%[25.5 µM]
> N#CC1=C(N)NC(SCc2ccc(F)cc2)=C(C#N)C12CCCCC2
 : i | i | 0%[25.5 µM]
> COc1cc(-c2nn3c(-c4ccccn4)nnc3s2)cc(OC)c1OC
 : i | i | 0%[25.5 µM]
> c1ccc(Cc2nn[nH]n2)cc1
 : i | i | 0%[25.5 µM]
> N=c1ncn(CC(O)CN2CCOCC2)c2nc(N3CCOCC3)[nH]c12 (centres undefined)
 : i | i | 3%[25.5 µM]
> c1cncc(-c2nnc3sc(-c4ccco4)nn23)c1
 : i | i | -2%[25.5 µM]
> Cn1c(=O)c2c(nc(Br)n2CCSc2ncccn2)n(C)c1=O
 : i | i | 4%[25.5 µM]
> Cc1cc(C)n(CC(=O)n2c3c(c4ccccc42)CCCC3)n1
 : i | i | -2%[25.5 µM]
> CSc1nc(NC(C)=O)nc(C)c1Cl
 : i | i | 2%[25.5 µM]
> CSc1nc2[nH]c3c(c2c2ncnn12)CCCC3
 : i | i | -4%[25.5 µM]
> CCCOc1ccc(-c2nnc(N)s2)cc1
 : i | i | 13µM*
> N/C(=N\c1nc2ccccc2o1)NC(=O)c1ccccc1NC(=O)c1ccccc1
 : i | i | 2%[25.5 µM]
> Cc1ccc(-c2nn3c(-c4cccc(Cl)c4)nnc3s2)cc1
 : i | i | 2%[25.5 µM]
> Cc1cc(C)cc(CC2CC(=O)N(c3cc(C)on3)C2=O)c1 (centres undefined)
 : i | i | 1%[25.5 µM]
> CN1CCc2c(n(CC(O)CN3C(=O)c4ccccc4S3(=O)=O)c3ccccc23)C1=O (centres undefined)
 : i | i | -1%[25.5 µM]
> COCCNC(=O)c1c(N)n(/N=C/c2cccs2)c2nc3ccccc3nc12
 : i | i | -1%[25.5 µM]
> COc1ccc(CN(C#N)c2nc(SC)nc(N(C)C)n2)cc1
 : i | i | 0%[25.5 µM]
> Oc1oc(-c2ccco2)nc1C=Nc1cccc(Cl)c1
 : i | i | -6%[25.5 µM]
> COC(=O)c1ccc(-c2sc3nc(N4CCOCC4)c4c(c3c2N)CC(C)(C)OC4)o1
 : i | i | 3%[25.5 µM]
> C=CCn1c(SCC#N)nc2c(c1=O)C(C)(C)Cc1ccccc1-2
 : i | i | 0%[25.5 µM]
> O=S(=O)(c1ccc(Cl)cc1)N1CCC(N2CCCCCC2)CC1
 : i | i | -1%[25.5 µM]
> CC(C)C1Cc2c(sc3c2c(=O)n(-c2ccccc2)c2nncn32)CO1 (centres undefined)
 : i | i | 1%[25.5 µM]
> COC(=O)c1c(C)noc1-c1cc(C)on1
 : i | i | -1%[25.5 µM]
> COC(=O)C1=C(C)N=C2SC(C)C(=O)N2C1c1cccc(F)c1 (centres undefined)
 : i | i | 0%[25.5 µM]
> COc1ccc(-n2ncc3c(NCCCn4ccnc4)ncnc32)cc1
 : i | i | -14%[25.5 µM]

Structures above containing two or more sulfur atoms (2):
Results follow in this order: TexasRed autofl | Rhodamine fluor | Luciferase inh
> N#Cc1c(N)sc(=S)c2c1CCCCC2
 : i | i | -5%[25.5 µM]
> O=C(CN1C(=O)c2ccccc2S1(=O)=O)NCCSCc1ccco1
 : i | i | -1%[25.5 µM]

Continuation.
Results follow in this order: TexasRed autofl | Rhodamine fluor | Luciferase inh
> COC(=O)/C(=C1/Oc2cc(C)oc(=O)c2S1)C(F)(F)F
 : i | i | -2%[25.5 µM]
> Cc1ccc(NC(=O)Cn2nc(C)c3ccccc3c2=O)cc1
 : i | i | 2%[25.5 µM]
> Cc1noc(COc2ccccc2OCC(O)CNC(C)(C)C)n1 (centres undefined)
 : i | i | 2%[25.5 µM]
> CCC(=O)O[C@@H]1CC(=O)O[C@H](C)CC=CC=C[C@@H](O)[C@H](C)C[C@H](CC=O)[C@H](O[C@H]2O[C@H](C)[C@@H](O[C@H]3C[C@@](C)(O)[C@@H](OC(=O)CC)[C@H](C)O3)[C@H](N(C)C)[C@H]2O)[C@H]1OC
 : i | i | 1%[25.5 µM]
> c1ccc(C2Nc3ccccc3-c3nc4ccccc4n32)nc1 (centres undefined)
 : ? | i | 4µM*
> O=C1NCC(COCC2CC=CCC2)O1 (centres undefined)
 : i | i | 1%[25.5 µM]
> CCOC(=O)c1nc(N)c(C(=O)OCC)[nH]1
 : i | i | 1%[25.5 µM]
> CCOc1ccc(CCNC(=O)C(O)c2ccccc2)cc1 (centres undefined)
 : i | i | -1%[25.5 µM]
> CCOC(=O)C(C#N)C(Cc1ccccc1)c1ccco1 (centres undefined)
 : i | i | 1%[25.5 µM]
> CCOC(=O)C1=C(C)N=C2SC(C)C(=O)N2C1c1cccc(F)c1 (centres undefined)
 : i | i | 1%[25.5 µM]
> Nc1nc(NC(=O)c2cccs2)nn1-c1ccccc1
 : i | i | -15%[25.5 µM]
> CC(C)C(=O)N1CCN(c2nc(-c3ccccc3)c3c(c2C#N)CCCC3)CC1
 : i | i | 2%[25.5 µM]
> Cc1cc(=O)oc(C)c1C(=O)NC1CC(C)(C)NC(C)(C)C1
 : i | i | 2%[25.5 µM]
> CCOc1ccc(N2C(=O)CC(N)C2=O)cc1 (centres undefined)
 : i | i | -6%[25.5 µM]
> Cn1c(=O)c2c3c(sc2n2c(SCC(=O)c4ccccc4)nnc12)COC(C)(C)C3
 : i | i | 3%[25.5 µM]
> CN(C)c1nc(OCCOC(=O)Nc2ccc(Cl)cc2Cl)nc(N(C)C)n1
 : i | i | 0%[25.5 µM]
> Cc1ccc(-n2ncc3c(N4CCC(C(N)=O)CC4)ncnc32)c(C)c1
 : i | i | -2%[25.5 µM]
> N=c1c(C(=O)NCc2ccccc2)cc2c(=O)n3ccccc3nc2n1Cc1ccco1
 : i | i | -2%[25.5 µM]
> CCc1ccc(NC(=O)CSC2=C(C#N)C(c3ccc4c(c3)OCO4)CC(=O)N2)cc1 (centres undefined)
 : i | i | 1%[25.5 µM]
> COc1ccc(Cn2c(N)c(C#N)c3nc4ccccc4nc32)cc1OC
 : i | i | -1%[25.5 µM]
> CC(C)(C#N)C(C)(C)c1nn[nH]n1
 : i | i | 0%[25.5 µM]
> Cn1c(=O)c2c(nc(NCc3ccc4c(c3)OCO4)n2Cc2ccccc2Cl)n(C)c1=O
 : i | i | 2%[25.5 µM]
> COC(=O)C(NC(=O)c1ccccc1)(Nc1nc(C)cs1)C(F)(F)F (centres undefined)
 : i | i | 0%[25.5 µM]
> COc1ccccc1N(O)C1CC(=O)N(c2ccc(Br)cc2)C1=O (centres undefined)
 : i | i | 0%[25.5 µM]
> COc1ccc(C2=CC(c3ccc(C)cc3)n3nnnc3N2)cc1 (centres undefined)
 : i | i | 1%[25.5 µM]
> COc1ccc(OC)c(C2/C(=C(/O)c3ccccc3)C(=O)C(=O)N2Cc2ccco2)c1 (centres undefined)
 : i | i | 0%[25.5 µM]
> O=C(NCc1cccnc1)NC(C(F)(F)F)C(F)(F)F
 : i | i | 2%[25.5 µM]
> CCOc1ccc(C2CC(c3ccccc3)Nc3nc(N)nn32)cc1 (centres undefined)
 : i | i | -1%[25.5 µM]
> Cc1ccnc(N2CCN(c3c4c(c(C#N)c5nc6ccccc6n35)CCC4)CC2)c1
 : i | i | 0%[25.5 µM]
> CCOC(=O)c1cnn2c1[nH]c(=O)c1ccccc12
 : i | i | 3%[25.5 µM]
> Cc1cccc(NC(=O)c2cc(N3CCOCC3)nc3ccccc23)c1
 : i | i | -3%[25.5 µM]
> Cc1cc(Cl)ccc1OCC(=O)OC(C)C(=O)N(C)C (centres undefined)
 : i | i | -2%[25.5 µM]
> CCc1nc2sc3c(c2c(=O)o1)CCCC3
 : i | i | 0%[25.5 µM]
> CCCCCCSC1=C(C#N)C(c2ccccc2)CC(=O)N1 (centres undefined)
 : i | i | 3%[25.5 µM]
> CCOC(=O)C1CCN(c2nc3ccccc3nc2C(C#N)C(=O)OC(C)C)CC1 (centres undefined)
 : i | i | 2%[25.5 µM]
> CN1CCc2c(sc3ncn4nc(-c5ccccc5O)nc4c23)C1
 : i | i | -4%[25.5 µM]
> Cc1cc(C)c(-n2c(O)c(C=NCCN3CCOCC3)c(=O)[nH]c2=O)c(C)c1
 : i | i | 1%[25.5 µM]
> COc1cccc(C2/C(=C(/O)c3cnn(-c4ccccc4)c3C)C(=O)C(=O)N2CCN(C)C)c1OC (centres undefined)
 : i | i | 1%[25.5 µM]
> CC1(C)CNC(=O)c2sc(N3CCOCC3)nc2C1
 : i | i | 0%[25.5 µM]
> COc1cccc(C2=CC(c3ccccc3)n3nnnc3N2)c1 (centres undefined)
 : i | i | -2%[25.5 µM]

Sorted by length of the SMILES (low to high): 4 of the compounds above
Results follow in this order: TexasRed autofl | Rhodamine fluor | Luciferase inh
> CCOC(=O)c1cnn2c1[nH]c(=O)c1ccccc12
 : i | i | 3%[25.5 µM]
> COC(=O)C1=C(C)N=C2SC(C)C(=O)N2C1c1cccc(F)c1 (centres undefined)
 : i | i | 0%[25.5 µM]
> N=c1ncn(CC(O)CN2CCOCC2)c2nc(N3CCOCC3)[nH]c12 (centres undefined)
 : i | i | 3%[25.5 µM]
> COC(=O)C(NC(=O)c1ccccc1)(Nc1nc(C)cs1)C(F)(F)F (centres undefined)
 : i | i | 0%[25.5 µM]

Next part
Results follow in this order: TexasRed autofl | Rhodamine fluor | Luciferase inh
> CCc1nc(N2CCN(C(=O)c3ccccc3)CC2)c(C#N)c2c1COC(C)(C)C2
 : i | i | 0%[25.5 µM]
> O=C(CSc1nnc(-c2ccco2)c(-c2ccco2)n1)Nc1ccccc1
 : i | i | 0%[25.5 µM]
> CC(C)NCc1c(O)c(Br)cc2oc3c(c12)CCCC3
 : i | i | 2%[25.5 µM]
> C=CCOc1nc2c(c(=O)n(Cc3ccc(Cl)c(Cl)c3)c(=O)n2C)n1C
 : i | i | 5%[25.5 µM]

Not all compounds are listed (hit frequency here may not be typical).
